# Compound activity (PubChem BioAssay)
# PTHR1 agonist – qHTS for PTHR1 Agonists: Primary Screen; 410,000 tested, 0.075% active; Potency, µM (titrated, usually from 115 µM), for inactives: at the top dose activation, most hits filed as activators; HEK293 GP2 PTHR1 cells, GloSensor cAMP luminescence, 1 h; also: potency is read from the fitted curve at half-maximal effect; nearly all actives have a fitted effect of over 55% in size; some results filed as inactive show a strong effect at the top dose; inactives centre near -15; many of its hits are not listed in these tables
# Target sequence (Q03431 whole entry, looked up): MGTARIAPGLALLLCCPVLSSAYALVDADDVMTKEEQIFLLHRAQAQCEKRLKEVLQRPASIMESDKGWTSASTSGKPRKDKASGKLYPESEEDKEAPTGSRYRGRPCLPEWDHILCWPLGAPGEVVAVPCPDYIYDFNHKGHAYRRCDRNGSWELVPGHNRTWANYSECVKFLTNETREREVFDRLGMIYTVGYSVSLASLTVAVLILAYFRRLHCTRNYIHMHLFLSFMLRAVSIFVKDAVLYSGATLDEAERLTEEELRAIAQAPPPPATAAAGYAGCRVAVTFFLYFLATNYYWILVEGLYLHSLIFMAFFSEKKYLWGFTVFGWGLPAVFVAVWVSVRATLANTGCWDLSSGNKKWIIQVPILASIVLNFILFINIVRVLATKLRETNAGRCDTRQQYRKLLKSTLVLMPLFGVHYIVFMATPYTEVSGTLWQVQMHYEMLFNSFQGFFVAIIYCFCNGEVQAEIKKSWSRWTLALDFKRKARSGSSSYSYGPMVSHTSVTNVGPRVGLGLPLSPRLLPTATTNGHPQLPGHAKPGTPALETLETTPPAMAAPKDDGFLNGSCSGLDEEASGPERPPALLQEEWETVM
#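 HEK-293-derived GP2 cells expressing PTHR1 and a GloSensor cAMP reporter, 3,000/well, plated overnight, given luciferin plus IBMX (each 0.5 mM as added) for 1 h at 37 °C, then compound for 1 h at 37 °C. Luminescence was read after 15 min at room temperature.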
# MmCpn inh – Inhibitors of TCP-1 ring complex (TRiC) of Methanococcus maripaludis (MmCpn): qHTS; Chaperonin Mm-Cpn (Methanococcus maripaludis); Potency, µM (series often up to 76.9 µM), without a hit: at the highest dose activity, negative = inhibition, hits mostly inhibitors; 330,000 tested, 0.031% active; purified Mm-Cpn ATPase, ADP Transcreener TR-FRET; also: potency is read from the fitted curve at half-maximal effect; % is scaled to controls: 0 for no effect and ±100 for the full control effect; nearly all actives have a fitted effect of over 80% in size
#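 Inhibition of chaperonin ATP hydrolysis is measured as reduced ADP production, detected by competitive TR-FRET in which signal falls with ADP. Final enzyme 25 nM and ATP 10 uM, reacted 30 min at 37°C.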
# Akt phos inh – HTS Assay for Inhibitors of Akt Phophorylation: Primary Screen; activity change, % for hits at 50 µM; Neuro2A IGF-stimulated pAkt S473 HTRF, 20 min; stronger effect = lower value; AID 651550, 2012; 360,000 tested, 0.32% active; in the data active = activity change below about -80%; inconclusive = mostly about -51% to -80%; also: % is scaled to controls: 0 for no effect and ±100 for the full control effect
#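 Neuro2A cells (4,500/well, DMEM with 0.5% FBS) were treated with compound at a single 50 µM final concentration, stimulated with 6 nM IGF for 20 min at 37 °C, and lysed. Phospho-Akt Ser473 was read by HTRF as 665/615 ratio ×10^4.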
# HEK293 tox – qHTS of GLP-1 Receptor Inverse Agonists: Cytotox Screen. HEK293 cAMP-luciferase reporter cells, luminescence, 24 h. Potency, µM (top dose mostly 38.3 µM), for inactives: at the highest dose activity change, negative = inhibition, most hits filed as inhibitors. 410,000 tested, 0.13% active. AID 624418, 2012;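 also: loss of luciferase light is scored as toxicity; potency is read from the fitted curve at half-maximal effect; % is scaled to controls: 0 for no effect and ±100 for the full control effect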
#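 MLSMR compounds, 24 hr on cells at 37 deg C/5% CO2; luminescence after luciferase reagent (12 min RT). Inhibition counted as the undesired cytotoxic outcome.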
# GLP-1R inv ag – qHTS of GLP-1 Receptor Inverse Agonists (Inhibition Mode). 410,000 tested, 1.6% active. AID 624417, 2012. Potency, µM (highest dose often 38.3 µM), inactives show at the top dose activity change, negative = inhibition, hits mostly inhibitors. HEK293 GLP-1R CRE-luciferase, luminescence, 24 h; GLP-1R form is constitutively active. Glucagon-like peptide 1 receptor (Homo sapiens), P43220; also: potency is read from the fitted curve at half-maximal effect; % is scaled to controls: 0 for no effect and ±100 for the full control effect; nearly all actives have a fitted effect of over 55% in size
# Target sequence (P43220 whole entry, looked up): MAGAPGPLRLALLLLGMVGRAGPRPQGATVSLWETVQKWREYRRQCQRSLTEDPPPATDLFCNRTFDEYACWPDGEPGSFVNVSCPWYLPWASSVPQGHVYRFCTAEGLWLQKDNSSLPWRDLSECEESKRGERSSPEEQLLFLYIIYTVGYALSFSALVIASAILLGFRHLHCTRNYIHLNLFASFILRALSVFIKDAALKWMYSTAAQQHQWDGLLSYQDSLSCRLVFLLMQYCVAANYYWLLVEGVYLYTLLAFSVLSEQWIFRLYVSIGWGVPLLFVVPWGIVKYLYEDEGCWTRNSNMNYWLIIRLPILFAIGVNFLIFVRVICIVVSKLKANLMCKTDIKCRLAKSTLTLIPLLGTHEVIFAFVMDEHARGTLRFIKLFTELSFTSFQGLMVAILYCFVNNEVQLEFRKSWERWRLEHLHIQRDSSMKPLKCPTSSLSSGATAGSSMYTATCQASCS
#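 Readout was luciferase luminescence, measured 12 min after detection reagent at room temperature. Beforehand, GLP-1R reporter HEK293 cells had sat 12 h, then received compounds for 24 hr at 37 deg C.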
# Abeta rescue – qHTS for compounds that reverse cellular toxicity of Amyloid beta (A-beta) peptide in yeast: Primary Screen; yeast expressing A-beta42, growth rescue, OD600, 48 h; response scale: 0% DMSO, 100% iron-clioquinol control; 410,000 tested, 0.063% active; Potency, µM (top dose mostly 46.1 µM), for the others: top-dose growth rescue, actives largely listed as activators; also: potency is read from the fitted curve at half-maximal effect; nearly all actives have a fitted effect of over 55% in size
#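 Growth rescue measured by 600 nm absorbance after 48 h yeast culture at 30 C with compound. Values normalized between DMSO and an equimolar ferric chloride plus clioquinol control.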
# FUS yeast rescue – qHTS for Suppressors of FUS Proteinopathy: Primary screen using FUS-linked yeast assay; S. cerevisiae FUS-expressing, growth rescue, OD600, 24 h; Potency, µM (titrated, usually from 76.6 µM), for inactives: top-dose growth rescue (activation), actives largely listed as activators; 390,000 tested, 0.24% active;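 also: potency is read from the fitted curve at half-maximal effect; plate controls were DMSO vehicle for no effect and reference control for full effect; nearly all actives have a fitted effect of over 55% in size; some results filed as inactive show a strong effect at the top dose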
#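 Restored growth of FUS-toxic S. cerevisiae, read as 600 nm absorbance after 24 h at 30C in galactose medium (starting OD 0.005). Controls CP55940 and DMSO.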
# aSyn yeast inh – qHTS of alpha-syn Inhibitors; Yeast expressing alpha-synuclein, growth rescue, BacTiter-Glo, 24 h; Potency, µM (doses to about 46.1 µM), without a hit: at the highest dose growth rescue (activation), usual class: activators; 370,000 tested, 0.14% active; also: potency is read from the fitted curve at half-maximal effect; % of control where 0% means no effect; nearly all actives have a fitted effect of over 65% in size
#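 Galactose-induced alpha-syn yeast (OD600=0.02, raffinose-pregrown) + pinned cpd, 24 hr, 30 deg C; growth by BacTiter-Glo luminescence. Growth restoration scores as activation.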
# TDP43 rescue – qHTS of TDP-43 Inhibitors. TDP-43 expressing yeast growth rescue, BacTiter-Glo, 24 h. Potency, µM (doses to about 46.1 µM), for inactives: at the top dose growth rescue (activation), hits mostly activators. 410,000 tested, 1.8% active; also: potency is read from the fitted curve at half-maximal effect; % of control where 0% means no effect; nearly all actives have a fitted effect of over 50% in size
#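 Luminescence from BacTiter-Glo reports growth of TDP-43-expressing yeast after 24 hr at 30 deg C with compound. Cells were raffinose-pregrown to mid-log, then seeded in galactose medium at OD600=0.02.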
# Active calls of the source: *; i = inactive; ? = inconclusive; / = no result given; & = joins results of further samples; [ ] = another dose, or the depositor's remark. Unless noted, calls follow the shape of the dose curve; as a rule, active = well fitted curve in the direction sought with a large enough effect; inconclusive = small, poorly fitted or top-dose-only effect, or another doubt; inactive = no such curve, though single readings can be large; an effect the other way counts as inactive or inconclusive.
SMILES,PTHR1 agonist,MmCpn inh,Akt phos inh,HEK293 tox,GLP-1R inv ag,Abeta rescue,FUS yeast rescue,aSyn yeast inh,TDP43 rescue
Cc1ccnc(NC(=O)c2cccc(NC(=O)c3ccccc3C)c2)c1,-6.1%,-1.0%,i,3.0%,14.1%,-4.3%,-12.2%,1.9%,6.3%
Cc1ccc(-c2noc(=O)n2CC(=O)c2ccc(Cl)cc2)cc1,-23.6%,-3.6%,i,-28.4%,?,7.4%,-28.7%,0.4%,15.5%
CC(C)C(=O)Nc1c2c(nc3c1CCC3)CCCC2,i,0.5%,i,6.7%,-2.4%,5.2%,-22.5%,-6.2%,4.6%
CCOC(=O)C1=CCN(S(=O)(=O)c2ccccc2Cl)C1c1ccc(Cl)c(Cl)c1 (stereo unspecified),i,/,i,4.6%,?,-1.7%,21.2%,18.4%,16.5%
Cc1ccc(C2(C)NC(=O)N(CC(=O)NCc3ccccc3Cl)C2=O)cc1 (stereo unspecified),i,3.3%,i,1.1%,?,-9.8%,-14.0%,-0.9%,-11.3%
COc1cc(C(C)=O)ccc1OC(=O)C(C)N1C(=O)c2ccccc2C1=O (stereo unspecified),-3.8%,0.1%,i,-19.4%,13.5%,-20.4%,6.7%,12.7%,2.0%
CC(C)(C)C(=O)Nc1nc2ccc(S(C)(=O)=O)cc2s1,i,1.2%,i,-18.5%,6.2%,-5.9%,10.4%,11.2%,-6.9%
Cc1ccccc1S(=O)(=O)Cc1ccc(C(=O)NCCN2CCCCC2C)o1 (stereo unspecified),i,1.3%,i,-17.1%,-11.2%,9.4%,-3.1%,-4.3%,3.4%
COc1ccc(-c2nc(=S)c3c([nH]2)Oc2ccc(C)cc2C3)cc1O,11.9%,-1.9%,i,19.7%,28.6%,9.9%,/,0.0%,13.8%
CCCS(=O)(=O)c1nc(S(=O)(=O)c2ccc(C)cc2)c(NCc2ccc3c(c2)OCO3)s1,-3.9%,-14.5%,i,-2.1%,35.4%[activator],7.3%,23.7%,-4.2%,8.7%
CC1=NN(c2nc(-c3ccc(C)cc3)cs2)C(=O)C1N=Nc1ccc(C(N)=O)cc1 (stereo unspecified),-4.0%,-1.2%,i,-2.4%,12.0%,7.4%,20.1%,3.9%,-2.0%
COc1ccc(Cl)cc1S(=O)(=O)N1CCC(C(=O)NC2CCCC2)CC1,-10.9%,-4.4%,i,-11.6%,9.5%,-7.0%,7.1%,-1.0%,-9.1%
CC(C)C(=O)OCc1cn(-c2ccc(Cl)c(Cl)c2)nn1,i,-0.9%,i,-7.2%,15.4%,-21.2%,6.0%,-0.2%,-15.5%
Nn1c(SCC(=O)NC2CCCC2)nnc1-c1ccccc1F,i,1.7%,i,74.2%[activator],7.9%,5.6%,-19.8%,5.3%,-4.1%
C=CS(=O)(=O)c1c2cc(OC)ccc2nc2ccc(OC)cc12,-38.0%[inhibitor],/,i,372.2%[activator],?,-59.1%[inhibitor],/,-41.7%[inhibitor],3.55µM*
O=C(OC1CCN(c2ccc([N+](=O)[O-])cc2)CC1)c1ccccc1,-43.2%[inhibitor],-3.6%,/,5.6%,0.2%,10.1%,12.2%,/,5.0%
Cn1nccc1C(=O)N1CCCC(C(=O)c2ccc(Oc3ccccc3)cc2)C1 (stereo unspecified),-37.9%[inhibitor],-3.2%,i,2.2%,3.55µM*,-6.6%,23.1%,-0.2%,?
CCOc1ccccc1OCC(=O)Oc1ccc(C)c(C)c1,-24.8%,-0.8%,i,3.5%,18.8%,5.9%,-16.2%,1.7%,17.2%
COC(=O)C[C@@H]1CC[C@H](NC(=O)c2ccccc2)[C@@H](CO)O1,-21.1%,/,i,-19.2%,-1.4%,-1.6%,8.6%,7.2%,16.4%
CCn1c(SCC(=O)NCCc2ccccc2)nc2c(c1=O)SC(C)C2 (stereo unspecified),-1.0%,0.8%,i,-12.5%,2.2%,-2.9%,-11.8%,-12.2%,0.0%
Cc1oc2cc3oc(=O)c4c(c3cc2c1C)CCC4,i,-0.2%,i,-5.9%,5.2%,-4.8%,-8.1%,-2.4%,-5.7%
COc1ccc([C@H]2Cc3cccc(O)c3C(=O)O2)cc1O,-44.5%[inhibitor],1.3%,i,2.0%,43.7%[activator],6.6%,-7.5%,7.7%,11.2µM*
Clc1cccc(-n2ncc3c(NCCc4ccccc4)ncnc32)c1,i,/,/,-12.3%,?,-4.7%,10.5%,/,0.0%
O=C(NCCS(=O)(=O)NCc1ccc(F)cc1)c1ccc2c(c1)OCO2,i,-1.1%,i,-0.2%,?,-4.2%,-6.2%,9.3%,-21.0%
COc1ccc(OCC(O)CN2CCOCC2)cc1 (stereo unspecified),-13.8%,-0.5%,i,5.9%,5.8%,-6.2%,-8.0%,10.8%,19.7%
O=C(CCC(=O)N1CCSc2ccccc21)NCc1ccccc1,-30.6%[inhibitor],-0.3%,i,-0.6%,1.9%,-8.7%,0.0%,-2.4%,0.5%
Cn1nnc2cc(C(=O)NCCC3=CCCCC3)ccc21,i,/,i,4.2%,?,-1.4%,4.4%,-7.9%,15.7%
O=C(NCCc1ccccc1)c1cccc([N+](=O)[O-])c1,i,0.1%,i,-3.6%,-16.4%,11.5%,/,1.5%,13.9%
CCc1ccccc1NS(=O)(=O)c1ccc2nc(-c3ccccc3)[nH]c2c1,-62.2%[inhibitor],/,/,-2.0%,-5.8%,-4.3%,-17.0%,/,23.0%
COc1cc(NC(=O)Cn2c(=O)n(CC3CCCO3)c(=O)c3cc(OC)c(OC)cc32)cc(OC)c1 (stereo unspecified),-10.1%,0.6%,i,1.6%&-0.7%,10.4%&6.8%,-13.9%&-4.3%,0.8%&22.7%,-9.2%,7.0%&26.9%
c1cc(CNCC2CCCO2)ccn1 (stereo unspecified),-1.0%,-1.9%,i,-8.2%,3.0%,-1.6%,-1.0%,-3.0%,-3.4%[0.397 µM]
COc1cccc(NC(=O)CSc2nc3ccccc3nc2N2CCCC2)c1,-3.2%,?,i,23.0%,?,5.3%,37.0%,5.2%,?
O=C(NCC[C@H]1CC[C@@H](NC(=O)C2CCC2)[C@@H](CO)O1)c1cc(Cl)cc(Cl)c1,-14.6%,/,i,1.1%,4.1%,3.2%,4.5%,0.0%,17.8%
O=C(COC(=O)CCc1ccc(S(=O)(=O)N2CCOCC2)cc1)NCc1ccccc1,i,1.2%,i,-6.9%,16.4%,3.6%,19.5%,-2.0%,-19.5%[0.397 µM]
CC1CCCC(NC(=O)CN2C(=O)NC(Cc3c[nH]c4ccccc34)C2=O)C1C (stereo unspecified),-22.2%,1.2%,i,-19.1%,?,4.9%,/,11.5%,-3.6%
CCN(CC)C(=O)c1ccc2c(c1)nnn2C,i,-2.4%,i,0.5%,11.0%,5.2%,27.8%,-0.3%,21.2%
C=CCN1C(=O)CSc2ccc(C(=O)NCCC3=CCCCC3)cc21,i,-0.2%,i,?,?,-13.2%,28.8%,-3.5%,12.7%
O=C(O)CC(NC(=O)c1sc2ccccc2c1Cl)c1ccc(OC2CCCC2)cc1 (stereo unspecified),-7.8%,-7.0%,i,8.4%,-20.1%,8.2%,18.3%,0.3%,-5.9%
O=S(=O)(Nc1cccc2c1CCCC2)c1cccc(C(F)(F)F)c1,i,0.5%,i,-4.5%,10µM*,?,27.9%,?,25.1µM*
Cc1noc(C)c1NC(=O)N(C)C[C@H]1Oc2c(NC(=O)C3CC3)cccc2C(=O)N([C@H](C)CO)C[C@@H]1C,-7.3%,-3.6%,i,5.2%,0.0%,7.3%,-14.8%,1.3%,3.7%
COc1ccc(CCNC(=O)COc2ccc(S(=O)(=O)NC3CCCCC3)cc2Cl)cc1OC,-30.7%[inhibitor],0.2%,i,5.1%,?,4.7%,?,-1.8%,1.2%
CSc1nc2n(n1)C(C)C1=C(CCCC1=O)N2 (stereo unspecified),i,0.5%,i,-23.5%,4.8%,0.7%,-5.4%,1.1%,1.1%
O=C(NCc1ccc(Cl)cc1)c1noc2c1CCCC2,-15.2%,0.0%,i,1.1%,2.4%,11.1%,13.0%,12.0%,-7.2%
NC(=O)c1ccccc1NC(=O)c1cccc(C(=O)Nc2ccccc2C(N)=O)n1,-2.0%,/,i,4.7%,6.0%,-9.6%,-5.6%,0.1%,-14.5%
CCOc1ccc(-c2c(C(=O)N/N=C/c3ccncc3)nnn2-c2nonc2N)cc1,i,-0.9%,i,-5.3%,-18.0%,8.6%,4.5%,-1.4%,-4.8%
COc1cc(CC(=O)OCC(=O)N2C(C)CCCC2C)cc(OC)c1OC (stereo unspecified),-22.7%,-0.1%,i,3.5%,19.8%,-16.7%,-29.9%,-4.9%,-5.1%
Cc1ccc(NC(=O)C2CCCN(C(=O)Nc3ccc(F)cc3)C2)cc1 (stereo unspecified),-2.0%,2.3%,i,-7.6%,?,13.8%,-11.0%,0.5%,-11.2%
COc1ccc(CCN=C(NS(=O)(=O)c2ccc(Cl)cc2)c2ccccc2)cc1,i,0.8%,i,1.0%,?,12.2%,19.3%,7.1%,16.4%
COc1ccc(C2c3c(-c4ccccc4O)n[nH]c3C(=O)N2Cc2ccco2)cc1 (stereo unspecified),-4.2%,1.9%,i,-20.1%&-22.5%,?,14.4%&12.1%,13.6%&-1.4%,4.3%,-8.6%&14.4%

# A portion of the library, so the mix of outcomes need not match the whole.
